# PME-1 primary = PME-1 (human) inhibition; recombinant PME-1, FP-Rh probe fluorescence polarization; hit rate 0.53% among 320,000; Q9Y570; inhibition, % at 5.9 µM; AID 2130;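 active = inhibition above the campaign mean of all compounds plus 3 SD, cut at about 26% in these data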;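 also: competitive labeling of PME-1 active site by serine hydrolase directed probe; 0% = PME-1 with DMSO and 100% = wells lacking PME-1 enzyme; inhibitors block probe labeling so polarization falls and inhibition rises; many of its hits are not listed in these tables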
# LYPLA2 inh = blocks human lysophospholipase 2, a PME1 counter-screen; O95372; recombinant LYPLA2, FP-Rh probe fluorescence polarization; inhibition, % at 5.9 µM; hit rate 0.38% among 320,000; AID 2177;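 active = inhibition above the screen-wide mean plus 3 SD, limit set per campaign, cut at about 26% in these data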;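 also: 0% = LYPLA2 with DMSO and 100% = wells lacking LYPLA2 enzyme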
# Target sequence (O95372 whole entry, looked up): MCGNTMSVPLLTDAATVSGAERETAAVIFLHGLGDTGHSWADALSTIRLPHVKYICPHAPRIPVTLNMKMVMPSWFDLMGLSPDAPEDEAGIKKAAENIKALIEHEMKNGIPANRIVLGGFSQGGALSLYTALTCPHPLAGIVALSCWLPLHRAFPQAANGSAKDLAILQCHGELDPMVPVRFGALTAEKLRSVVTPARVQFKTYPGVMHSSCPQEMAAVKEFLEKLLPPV
# PAFAH1B3 inh = blocks human PAF acetylhydrolase 1B catalytic subunit 3 | Q15102 | hit rate 0.28% among 340,000 | inhibition, % at 3.39 µM | recombinant PAFAH1B3, FP-rhodamine probe, fluorescence polarization;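 active = inhibition above the screen-wide average of all tested compounds plus 3 SD, cut at about 25% in these data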;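 also: 0% = enzyme with DMSO only and 100% = wells lacking PAFAH1B3 protein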
# PAD4 inh = blocks human protein arginine deiminase 4; inhibition, % at 6.36 µM; Q9UM07; hit rate 0.41% among 330,000; recombinant PAD4, RCA probe fluorescence polarization;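 active = percent inhibition above a cutoff equal to the mean of all tested compounds plus 3 SD, cut at about 15% in these data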;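 also: 0% = PAD4 with RCA probe and DMSO and 100% = probe without PAD4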
# LYPLA1 inh = LYPLA1 (human) inhibition in PME1 counter-screen; O75608; recombinant LYPLA1, FP-Rh probe fluorescence polarization; inhibition, % at 5.9 µM; hit rate 0.16% among 320,000; AID 2174;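 active = inhibition above the mean of all tested compounds plus 3 SD, set per campaign, cut at about 14% in these data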;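 also: inhibitors block serine hydrolase probe labeling of LYPLA1 so polarization falls; 0% = enzyme with DMSO and 100% = wells lacking LYPLA1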
# PAFAH1B2 FP inh = blocks human PAF acetylhydrolase 1b catalytic subunit 2; recombinant PAFAH1B2, FP-rhodamine activity probe, fluorescence polarization; P68402; hit rate 1.2% among 340,000; inhibition, % at 3.39 µM;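 active = inhibition above the mean of all tested compounds plus 3 SD, cut at about 24% in these data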;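 also: 0% = enzyme with DMSO and 100% = wells lacking PAFAH1B2; many of its hits are not listed in these tables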
# Target sequence (P68402 whole entry, looked up): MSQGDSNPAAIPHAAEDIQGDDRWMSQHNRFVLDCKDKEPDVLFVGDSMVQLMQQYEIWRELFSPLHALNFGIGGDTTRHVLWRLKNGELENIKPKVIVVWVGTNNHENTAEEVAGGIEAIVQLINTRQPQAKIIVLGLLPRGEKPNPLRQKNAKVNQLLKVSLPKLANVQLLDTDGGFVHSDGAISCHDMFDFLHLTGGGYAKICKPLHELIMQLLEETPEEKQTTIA
# pPAFAH FP inh = pPAFAH (human) enzyme inhibition; Q13093; recombinant pPAFAH, FP-rhodamine probe fluorescence polarization; inhibition, % at 3.39 µM; hit rate 1.5% among 330,000;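 active = inhibition above the mean inhibition across the screen plus 3 SD, cut at about 25% in these data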;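 also: inhibitors block binding of the rhodamine activity-based probe so polarization drops; 0% = enzyme with DMSO and 100% = wells lacking pPAFAH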
# Target sequence (Q13093 whole entry, looked up): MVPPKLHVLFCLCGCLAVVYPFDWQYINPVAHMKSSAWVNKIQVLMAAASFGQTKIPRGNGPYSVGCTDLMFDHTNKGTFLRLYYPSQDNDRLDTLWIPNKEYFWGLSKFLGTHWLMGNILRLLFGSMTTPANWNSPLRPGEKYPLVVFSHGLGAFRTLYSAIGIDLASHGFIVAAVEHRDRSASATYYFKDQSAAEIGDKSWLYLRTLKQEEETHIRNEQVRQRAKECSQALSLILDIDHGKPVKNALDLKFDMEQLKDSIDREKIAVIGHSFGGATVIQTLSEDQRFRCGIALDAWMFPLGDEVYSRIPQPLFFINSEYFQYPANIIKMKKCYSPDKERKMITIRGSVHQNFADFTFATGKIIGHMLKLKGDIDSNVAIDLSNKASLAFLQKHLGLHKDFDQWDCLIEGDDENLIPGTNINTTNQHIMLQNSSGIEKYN
# GSTO1 counter = blocks human GSTO1 in RBBP9 counter-screen; recombinant GSTO1, activity-based probe fluorescence polarization; P78417; inhibition, % at 5.96 µM; hit rate 1.1% among 300,000;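 active = inhibition above the campaign mean inhibition plus 3 SD, cut at about 35% in these data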;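 also: 0% = GSTO1-1 with DMSO and 100% = wells lacking GSTO1-1 enzyme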
# PAFAH2 FP inh = inhibitors of human PAFAH2; recombinant PAFAH2, FP-rhodamine activity probe, fluorescence polarization; inhibition, % at 3.39 µM; hit rate 0.99% among 340,000; AID 492956;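 active = inhibition above the mean over all tested compounds plus 3 SD, cut at about 30% in these data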;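 also: inhibitors block probe labeling of enzyme so polarization drops; 0% = enzyme with DMSO and 100% = wells lacking PAFAH2 protein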
# * = called active by the depositor; nt = not tested or not shown. An excerpt; count on the stated rates, not on these rows.
item | SMILES | PME-1 primary | LYPLA2 inh | PAFAH1B3 inh | PAD4 inh | LYPLA1 inh | PAFAH1B2 FP inh | pPAFAH FP inh | GSTO1 counter | PAFAH2 FP inh
1 | CCc1nn(CC(=O)NCCc2ccc(S(N)(=O)=O)cc2)c(=O)c2cc3sccc3n12 | -1 | 8 | 5 | -2 | 0 | -3 | 8 | 3 | -1
2 | COc1ccc(N2CCN(C(=O)CCS(=O)(=O)c3cccc4nsnc34)CC2)cc1 | 1 | 10 | -8 | -3 | 2 | 0 | 5 | 5 | 4
3 | COc1ccc(C2CC(=O)C=C(NCC3CCCO3)C2)cc1 (stereo not given) | 5 | 1 | -1 | -3 | 0 | 1 | 5 | 3 | -1
4 | COc1ccc(-c2nnc(SCc3c(C)noc3C)o2)cc1 | -3 | -7 | 7 | 4 | -3 | 1 | -1 | 11 | -5
5 | CCCSc1nnc(-c2c[nH]c3ccccc23)n1CC | 1 | 2 | 10 | -3 | 2 | 6 | 4 | 2 | 5
6 | Nc1cc(Cl)ccc1C(=O)OCC(=O)NC(=O)NCc1ccccc1 | 1 | -3 | 0 | -7 | 3 | -1 | 0 | -4 | -3
7 | CCOC(=O)Cn1nc(C)c(-c2ccccc2)c1N | -1 | 5 | 7 | -1 | -1 | 0 | 4 | -7 | 1
8 | CCCc1cc(=O)[nH]c(SCC(=O)NC(=O)OCC)n1 | 10 | -4 | 6 | -4 | -3 | 3 | -3 | 2 | -9
9 | Cc1[nH]n(-c2cccc3ccccc23)c(=O)c1/C=N/c1sc2c(c1C#N)CCC2 | -2 | 12 | 3 | -14 | -2 | 4 | 21 | 5 | 13
10 | COc1ccc(/C=N/NC(=O)c2ccccc2)cc1OS(=O)(=O)c1ccccc1 | -9 | -25 | -3 | -1 | -7 | 6 | 3 | -14 | -5
11 | Cc1ccc(-c2[nH]nc3c2C(c2ccoc2)C(C#N)=C(N)O3)cc1C (stereo not given) | -3 | 5 | 11 | -15 | 2 | 12 | 10 | 44* | 3
12 | COc1cccc(CN(C(=O)COc2ccc(C)cc2)C2CCS(=O)(=O)C2)c1 (stereo not given) | 2 | 5 | 8 | -4 | 1 | 2 | 3 | 1 | -1

# Complete entries from above. Order of screens: PME-1 primary	LYPLA2 inh	PAFAH1B3 inh	PAD4 inh	LYPLA1 inh	PAFAH1B2 FP inh	pPAFAH FP inh	GSTO1 counter	PAFAH2 FP inh
# `COc1ccc(N2CCN(C(=O)CCS(=O)(=O)c3cccc4nsnc34)CC2)cc1` in the list: 1	10	-8	-3	2	0	5	5	4
# `Nc1cc(Cl)ccc1C(=O)OCC(=O)NC(=O)NCc1ccccc1` in the list: 1	-3	0	-7	3	-1	0	-4	-3
# `CCc1nn(CC(=O)NCCc2ccc(S(N)(=O)=O)cc2)c(=O)c2cc3sccc3n12` in the list: -1	8	5	-2	0	-3	8	3	-1
# `Cc1[nH]n(-c2cccc3ccccc23)c(=O)c1/C=N/c1sc2c(c1C#N)CCC2` in the list: -2	12	3	-14	-2	4	21	5	13

# Pulled by compound from the entries so far (four):
item | SMILES | PME-1 primary | LYPLA2 inh | PAFAH1B3 inh | PAD4 inh | LYPLA1 inh | PAFAH1B2 FP inh | pPAFAH FP inh | GSTO1 counter | PAFAH2 FP inh
12 | COc1cccc(CN(C(=O)COc2ccc(C)cc2)C2CCS(=O)(=O)C2)c1 (stereo not given) | 2 | 5 | 8 | -4 | 1 | 2 | 3 | 1 | -1
9 | Cc1[nH]n(-c2cccc3ccccc23)c(=O)c1/C=N/c1sc2c(c1C#N)CCC2 | -2 | 12 | 3 | -14 | -2 | 4 | 21 | 5 | 13
3 | COc1ccc(C2CC(=O)C=C(NCC3CCCO3)C2)cc1 (stereo not given) | 5 | 1 | -1 | -3 | 0 | 1 | 5 | 3 | -1
8 | CCCc1cc(=O)[nH]c(SCC(=O)NC(=O)OCC)n1 | 10 | -4 | 6 | -4 | -3 | 3 | -3 | 2 | -9

# Back to the main list; the 2 compounds before the break are reprinted first.
item | SMILES | PME-1 primary | LYPLA2 inh | PAFAH1B3 inh | PAD4 inh | LYPLA1 inh | PAFAH1B2 FP inh | pPAFAH FP inh | GSTO1 counter | PAFAH2 FP inh
11 | Cc1ccc(-c2[nH]nc3c2C(c2ccoc2)C(C#N)=C(N)O3)cc1C (stereo not given) | -3 | 5 | 11 | -15 | 2 | 12 | 10 | 44* | 3
12 | COc1cccc(CN(C(=O)COc2ccc(C)cc2)C2CCS(=O)(=O)C2)c1 (stereo not given) | 2 | 5 | 8 | -4 | 1 | 2 | 3 | 1 | -1
13 | CCN1CCN(C(=S)NC(=O)c2cccs2)CC1 | -4 | -1 | 4 | -3 | 0 | 4 | -1 | -3 | -5
14 | CC1CC(C)CN(CCC(=O)Nc2ccc3c(c2)CCC3)C1 (stereo not given) | 6 | 8 | -9 | 5 | 0 | 0 | 1 | 8 | 0
15 | Cc1cccc2nc(-c3cccnc3)c(NCCC(C)C)n12 | -1 | 1 | 3 | 4 | 3 | -3 | 4 | -6 | 5
16 | Cc1cc(N2CC(=O)N(CCc3ccccc3)C(=O)C2)n2ncnc2n1 | -11 | 0 | 2 | 6 | -1 | 1 | -3 | 13 | -7
17 | Cc1ccc(C(=O)NC(C)c2ccc3c(c2)OCO3)s1 (stereo not given) | -3 | 2 | 3 | -4 | 3 | 6 | 5 | -9 | 0
18 | CC[C@@H](C)[C@H](N)C(=O)NC[C@H]1O[C@@H](n2cnc3c(N)ncnc32)[C@H](O)[C@@H]1O | nt | nt | 2 | -5 | nt | -2 | 1 | nt | 1
19 | CCn1c(SCC(=O)N2CCCCC2)nc2c1c(=O)n(C)c(=O)n2C | -8 | 6 | -3 | 1 | 3 | -1 | 4 | 4 | 0
20 | O=C(COC(=O)c1ccco1)Nc1ccccc1 | -5 | 4 | 4 | 2 | 1 | -3 | 4 | 10 | 68*
21 | c1ccc2c(CN3CCSCC3)cccc2c1 | 2 | 7 | 6 | -4 | 4 | 5 | -2 | -14 | -2
22 | O=C(NCc1ccccc1)NC12CC3CC(CC(C3)C1)C2 | -6 | 5 | 1 | 5 | 1 | 1 | 3 | 35* | 22
23 | Cc1cccc(C)c1NC(=S)N/N=C/c1ccc(OCCC(C)C)cc1 | 0 | 0 | -2 | -5 | -7 | 6 | 3 | -13 | -1
24 | CCCCc1cc(=O)oc2cc(OCC(=O)N(CC)CC)c(Cl)cc12 | -3 | 7 | 10 | -6 | -1 | 0 | 2 | -5 | 3

# Next results
item | SMILES | PME-1 primary | LYPLA2 inh | PAFAH1B3 inh | PAD4 inh | LYPLA1 inh | PAFAH1B2 FP inh | pPAFAH FP inh | GSTO1 counter | PAFAH2 FP inh
25 | Cn1nc(C(F)(F)F)c(C(=O)Nc2ccc(Cl)cc2)c1Cl | -1 | 8 | -1 | -5 | -2 | 1 | 0 | 6 | -7
26 | CC1CCCN(CCCCOc2cccc(Br)c2)C1 (stereo not given) | -1 | -8 | 8 | -1 | -3 | -9 | -3 | 8 | 1
27 | O=C(COC(=O)CNC(=O)c1ccc(F)cc1)Nc1cccc(S(=O)(=O)N2CCCC2)c1 | -6 | -3 | 12 | -4 | -4 | 6 | 7 | 2 | 5
28 | COc1cc(NC(=S)NC2CC2)c(OC)cc1Cl | 5 | 4 | 1 | -5 | 2 | 0 | -3 | -2 | -1
29 | Cc1ccc(C(=O)NC2CC3CCCC(C2)N3Cc2ccccc2)cc1 (stereo not given) | 0 | 1 | 6 | -6 | 0 | 0 | -2 | 1 | -4
30 | CC(C)(C)c1csc(NC(=O)c2ccc(Cl)s2)n1 | -6 | -5 | 2 | 1 | -8 | 2 | -3 | -6 | 11
31 | COc1ccc(NC(=O)c2nc[nH]c2C(=O)N2CCN(C(=O)OC(C)(C)C)CC2)cc1 | 6 | -2 | -4 | -4 | -1 | 7 | 5 | -4 | 1
32 | Cc1c(C(=O)N2CCOCC2)sc2ncn(CC(=O)N3CCC(C)CC3)c(=O)c12 | -2 | 7 | -2 | 5 | 1 | 5 | 6 | -2 | -8
33 | S=C(NCc1cccnc1)Nc1ccc(Oc2ccccc2)cc1 | 0 | 7 | 0 | 2 | -1 | 2 | 6 | 2 | 2
34 | C/C(=N\NC(=O)c1ccncc1)c1ccc(NC(=O)c2ccc(Cl)cc2)cc1 | -8 | -6 | -3 | -6 | -4 | -3 | -9 | 4 | -5
35 | COC(=O)Cn1cnc2c(cnn2-c2ccccc2)c1=O | -1 | 2 | 3 | 1 | 2 | 4 | 6 | -4 | -7
36 | Cc1ccc(NC(=O)CSCC(=O)NCCc2ccccn2)c(C)c1 | -1 | -2 | 7 | 0 | -3 | 3 | 0 | -2 | -2

# The results go on.
item | SMILES | PME-1 primary | LYPLA2 inh | PAFAH1B3 inh | PAD4 inh | LYPLA1 inh | PAFAH1B2 FP inh | pPAFAH FP inh | GSTO1 counter | PAFAH2 FP inh
37 | CCCN1CCN(C(=O)c2ccc(Sc3ccc(C)cc3)c(NC(C)=O)c2)CC1 | -4 | -5 | -1 | 3 | -4 | 1 | -2 | 3 | -3
38 | O=C(CN(Cc1ccccc1)S(=O)(=O)c1ccccc1)N/N=C/c1ccccc1C(=O)O | -1 | -5 | 2 | -3 | -1 | 1 | -2 | 4 | 11
39 | COCCCn1nnnc1SCC(=O)N1c2ccccc2CC1C (stereo not given) | 9 | -5 | 7 | -1 | -2 | 8 | 0 | 4 | -1
40 | O=C(Oc1ccccc1)c1ccc2nccnc2c1 | -2 | 3 | -6 | -3 | 1 | 4 | -6 | 7 | -2
41 | CSc1cccc(NC(=O)N2CCN(C)CC2)c1 | 0 | 1 | -5 | 0 | -2 | -2 | 4 | 6 | 0
42 | CCOc1ccc(C(=O)NC(C(=O)NCCc2ccc(S(N)(=O)=O)cc2)C(C)C)cc1 (stereo not given) | 2 | 4 | 4 | 4 | 3 | 2 | -3 | 1 | -7
43 | Cc1ccc(C)c(S(=O)(=O)N2CCCCC2CCNC(=O)C(=O)NCc2ccncc2)c1 (stereo not given) | 0 | 1 | 1 | -2 | -2 | 0 | 0 | 7 | 1
44 | CC(C)(C)C(=O)OCCn1c(=O)c2cc3c(=O)n(CCOC(=O)C(C)(C)C)c(=O)c3cc2c1=O | 2 | 2 | 7 | -3 | -5 | -2 | -2 | 1 | -6
45 | O=S(=O)(NCCc1ccccc1)c1ccc(F)cc1 | -1 | 7 | 3 | 1 | 3 | 14 | 5 | 4 | 0
46 | Cc1[nH]c2ccccc2c1Cc1nnc(SCCC#N)o1 | 1 | 3 | 2 | -1 | -2 | 10 | 6 | 1 | 6
47 | COc1ccc(-n2nc3c(c2NC(=O)c2ccc(S(=O)(=O)N4CCOCC4)cc2)CS(=O)(=O)C3)cc1 | -1 | 5 | 3 | -1 | 1 | 6 | 10 | -6 | -5
48 | COC(=O)CCCn1nc(NC(=O)c2ccco2)cc1C | -6 | -4 | 3 | 0 | 0 | 2 | 5 | 4 | 5
49 | Nc1nc(-c2ccccc2)c(N=Nc2ccc(Cl)cc2)s1 | -4 | -6 | -8 | -6 | -13 | 0 | 4 | -1 | 5
50 | O=c1c(-c2ccccc2)c(O)nc(SCCN2CCOCC2)n1-c1ccccc1 | 6 | 7 | 1 | 3 | 3 | 4 | 7 | 3 | -1
51 | Cc1ccc(-c2nn(Cc3ccccc3)cc2/C=C/C(=O)O)cc1 | -4 | -1 | 2 | 0 | 0 | 6 | 1 | -3 | 5

# Screening results (PubChem)
